From PubChem BioAssay
ATG4B inhibitor: ATG4B protease inhibitors, primary screen, biochemical, fluorescence, uHTS; Cysteine protease ATG4B (Homo sapiens), Q9Y4P1; ATG4B cleavage of LC3-PLA2, NBD-HPC fluorescence, 1 h; inhibition, % at 8.33 µM; actives 0.51% (n = 340,000); AID 504462, 2011; in the data active = inhibition above about 40%
MPTP inh: mitochondrial permeability transition pore inhibitors, primary screen, biochemical, isolated mouse mitochondria, absorbance; inhibition, % at 10 µM; actives 1.4% (n = 360,000); Ca2+ swelling absorbance, 30 min; AID 602449, 2012;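 active = inhibition of 50% or more, scaled per plate between neutral and stimulator controls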;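 also: 0% = DMSO wells given calcium and 100% = 1 mM EGTA wells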
hIAP activ: human IAP activators, primary screen, biochemical, luminescence, uHTS | purified human IAP, CDP-Star luminescence, 30 min; stronger effect = higher value; 1 = vehicle-only enzyme, 0 = enzyme-free background | actives 0.16% (n = 330,000) | activation factor at 10 µM | Intestinal-type alkaline phosphatase (Homo sapiens), P09923;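 active = activation factor of the enzyme at least 2-fold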; also: the source names both 10 and 20 µM as test concentration; values of inactives mirror those of a sister screen read the other way
Target sequence (P09923 whole entry, looked up): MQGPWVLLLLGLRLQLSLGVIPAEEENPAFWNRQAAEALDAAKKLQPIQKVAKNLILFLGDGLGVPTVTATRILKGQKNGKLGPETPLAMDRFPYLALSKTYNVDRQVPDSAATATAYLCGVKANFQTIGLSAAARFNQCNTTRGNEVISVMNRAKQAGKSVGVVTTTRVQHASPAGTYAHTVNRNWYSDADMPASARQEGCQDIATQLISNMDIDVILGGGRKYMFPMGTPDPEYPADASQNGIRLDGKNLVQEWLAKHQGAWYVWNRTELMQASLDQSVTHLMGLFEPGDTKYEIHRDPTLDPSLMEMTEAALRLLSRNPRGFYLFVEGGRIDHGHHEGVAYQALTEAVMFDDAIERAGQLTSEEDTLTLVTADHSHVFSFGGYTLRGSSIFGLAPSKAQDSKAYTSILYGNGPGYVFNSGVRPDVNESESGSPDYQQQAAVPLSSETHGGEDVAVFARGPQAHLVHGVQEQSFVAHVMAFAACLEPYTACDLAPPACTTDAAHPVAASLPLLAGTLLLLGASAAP
GRIN3A LBD mod: binders of NR3A ligand-binding domain, primary screen, biophysical, differential scanning fluorimetry, uHTS; Glutamate receptor ionotropic, NMDA 3A (GRIN3A) ligand-binding domain; NR3A LBD differential scanning fluorimetry, Tm shift; 0% = protein alone, 100% = glycine-bound protein; Tm shift relative to glycine control, % at 25 µM; actives 2.5% (n = 340,000); AID 1259313, 2017;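 active = melting temperature shift of at least 10% of the positive control shift, at one fixed dose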
SENP8 inh: human SENP8 protease inhibitors, primary screen, biochemical, fluorescence, Nedd8 protein substrate, uHTS. Sentrin-specific protease 8 (Homo sapiens), Q96LD8. recombinant SENP8. inhibition, % at 20 µM. actives 0.64% (n = 360,000). AID 602440, 2012; in the data active = inhibition mostly above about 40%, no sharp cut-off; inactive = mostly below about 27%
Target sequence (Q96LD8 whole entry, looked up): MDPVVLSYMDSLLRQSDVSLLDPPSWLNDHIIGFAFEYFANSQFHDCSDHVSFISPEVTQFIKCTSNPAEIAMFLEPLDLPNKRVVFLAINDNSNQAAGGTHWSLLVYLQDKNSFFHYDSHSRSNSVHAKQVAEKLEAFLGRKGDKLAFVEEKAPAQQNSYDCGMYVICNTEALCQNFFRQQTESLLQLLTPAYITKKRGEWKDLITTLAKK
PfGluPho inh: PfG6PD enzyme inhibitors, primary screen, biochemical, fluorescence intensity, uHTS; glucose-6-phosphate dehydrogenase-6-phosphogluconolactonase (Plasmodium falciparum 3D7); PfGluPho enzyme, NADPH resazurin-diaphorase fluorescence; inhibition, % at 20 µM; actives 0.78% (n = 350,000);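 active = inhibition reaching at least a set limit at 20 µM in the primary screen, cut at about 59% in these data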;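 also: 0% = DMSO wells with substrate and 100% = DMSO wells lacking glucose-6-phosphate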
SENP1 inh: human SENP1 catalytic domain inhibitors, primary screen, biochemical, FRET, uHTS; Sentrin-specific protease 1 (Homo sapiens), Q9P0U3; recombinant SENP1 catalytic domain, CyPet-SUMO1-YPet FRET cleavage; inhibition, % at 10 µM; actives 0.21% (n = 360,000);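 active = inhibition at least 30% at 10 µM, raw YFP signal under a set limit, fluorescence ratio 0.5 to 1.5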;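 also: 0% = enzyme with DMSO and 100% = no enzyme wells; some results filed as inactive read as strong as hits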
Target sequence (Q9P0U3 419-644 limits assumed): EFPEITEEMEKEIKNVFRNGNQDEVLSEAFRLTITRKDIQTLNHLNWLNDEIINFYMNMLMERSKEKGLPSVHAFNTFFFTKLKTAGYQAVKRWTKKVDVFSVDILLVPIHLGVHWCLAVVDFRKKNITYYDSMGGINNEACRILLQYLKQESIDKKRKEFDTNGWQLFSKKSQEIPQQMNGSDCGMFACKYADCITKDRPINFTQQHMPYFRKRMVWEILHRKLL
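Assay system: hSENP1 catalytic domain, recombinant. Amount: SENP1 enzyme, 20 pM final. Schedule: 50 min reaction, RT, dark. Technique: FRET, CFP and YFP emission. Control set: no-enzyme wells low, DMSO-plus-enzyme wells high control.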
SENP6 block: SENP6 protease inhibitors, primary screen, biochemical, luminescence, uHTS | Recombinant SENP6 catalytic domain, aminoluciferin luminescence | inhibition, % at 10 µM | actives 1.8% (n = 330,000) | AID 2599, 2010;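 active = inhibition above about 50% at the single tested dose, limit read from the data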;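 also: plate controls were DMSO wells with enzyme for no effect and DMSO wells lacking enzyme for full effect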
Active calls of the source: *.

Screening Cc1ccc(NC(=O)c2ccc3c(c2)OCCO3)cc1 returned ATG4B inhibitor 13, MPTP inh 1.2, hIAP activ 0.94, GRIN3A LBD mod -1, SENP8 inh 35, PfGluPho inh 8, SENP1 inh 1 and SENP6 block 48.
`Cc1ccc2[nH]c3c(N4CCN(Cc5ccccc5)CC4)ncnc3c2c1` gave ATG4B inhibitor 2, MPTP inh 85*, hIAP activ 0.99, GRIN3A LBD mod -9, SENP8 inh -262, PfGluPho inh 9, SENP1 inh -47 and SENP6 block -14.
`CCS(=O)(=O)c1nc(S(=O)(=O)c2ccc(C)cc2)c(N2CCCC(C)C2)s1` (stereo not given) gave ATG4B inhibitor -5, MPTP inh 0.2, hIAP activ 0.78, GRIN3A LBD mod 0, SENP8 inh 0, PfGluPho inh 12, SENP1 inh 0 and SENP6 block 5.
Screening Cc1ccc(C(C)C)c(OCc2ccc(C(=O)N/N=C/c3cccc(O)c3O)cc2)c1 returned ATG4B inhibitor 11, MPTP inh 5.8, GRIN3A LBD mod 24*, SENP8 inh 20, PfGluPho inh 9 and SENP1 inh 10.
CN1C(=O)CC(P(=O)(c2ccccc2)c2ccccc2)N(C)C1=O (stereo not given) was read as ATG4B inhibitor 2, MPTP inh 1.2, hIAP activ 1.1, GRIN3A LBD mod -1, SENP8 inh 21, PfGluPho inh -5, SENP1 inh 1 and SENP6 block -15.
`O=c1[nH]c(SCC2CCCCO2)nc2ccccc12` (stereo not given) gave ATG4B inhibitor -4, MPTP inh 2.9, hIAP activ 0.89, GRIN3A LBD mod -3, SENP8 inh 3, PfGluPho inh -1, SENP1 inh 1 and SENP6 block -4.
`CCc1ccc(NC(=O)CCC(=O)N2CCSc3ccccc32)cc1` gave ATG4B inhibitor 16, MPTP inh -2.7, hIAP activ 1, GRIN3A LBD mod 3, SENP8 inh 8, PfGluPho inh 10, SENP1 inh 0 and SENP6 block -9.
`CC1CCCN(C(=O)c2cccc(S(=O)(=O)NCc3ccccc3)c2)C1` (stereo not given) gave MPTP inh 0.1, SENP8 inh 18, PfGluPho inh -11 and SENP1 inh 1.
`Nn1c(C2CCC2)nc2cc(Cl)ccc2c1=O` gave ATG4B inhibitor -9, MPTP inh -0.5, hIAP activ 1.2, GRIN3A LBD mod 1, SENP8 inh 4, PfGluPho inh 2, SENP1 inh -12 and SENP6 block -8.
`COc1ccc(-n2c(SCC(=O)Nc3nccs3)nnc2-c2ccoc2C)cc1` gave ATG4B inhibitor -4, MPTP inh 1.5, hIAP activ 1.1, GRIN3A LBD mod 0, SENP8 inh 26, PfGluPho inh 15, SENP1 inh 0 and SENP6 block -6.
`CCOc1ccc(NC(=O)CN(C)C(=O)C2CCCC2)cc1OCC` gave ATG4B inhibitor -8, MPTP inh 0.4, hIAP activ 1.1, GRIN3A LBD mod 0, SENP8 inh 10, PfGluPho inh 1, SENP1 inh 3 and SENP6 block -11.
For CC(=O)Oc1cc2c(C(C)=O)coc2c2ccccc12 the results were ATG4B inhibitor -10, MPTP inh 0.7, hIAP activ 1.1, GRIN3A LBD mod 0, SENP8 inh 11, PfGluPho inh 11, SENP1 inh -1 and SENP6 block -1.
O=C(CCC(=O)N(CC(=O)NC1CCCCC1)Cc1ccc(F)cc1)Nc1nccs1 was read as ATG4B inhibitor 2, MPTP inh 0.0, hIAP activ 1, GRIN3A LBD mod -3, SENP8 inh 12, PfGluPho inh -21, SENP1 inh 0 and SENP6 block -8.
Screening COc1ccc(C2C(C(=O)NCC3CCCO3)c3cc(OC)c(OC)cc3C(=O)N2C)cc1OC (stereo not given) returned ATG4B inhibitor -12, MPTP inh -0.3, hIAP activ 0.89, GRIN3A LBD mod -1, SENP8 inh 12, PfGluPho inh 0, SENP1 inh 2 and SENP6 block -10.
`C=CCn1c(=O)c(C(=O)Nc2ncccc2O)c(O)c2ccccc21` gave ATG4B inhibitor 2, MPTP inh 4.0, hIAP activ 1.2, GRIN3A LBD mod 0, SENP8 inh 8, PfGluPho inh 16, SENP1 inh -7 and SENP6 block 2.
`O=C(O)C1CC1c1ccc(Br)cc1` (stereo not given) gave ATG4B inhibitor -3, MPTP inh -0.4, hIAP activ 0.94, GRIN3A LBD mod -2, SENP8 inh 18, PfGluPho inh -14, SENP1 inh 0 and SENP6 block 3.
`CCOc1ccccc1C(=O)NCC(=O)NNC(=O)c1csc(N2CCOCC2)n1` gave MPTP inh 0.1, SENP8 inh 3, PfGluPho inh 12 and SENP1 inh 1.
For CC(=O)Nc1cc2c(cc1[N+](=O)[O-])-c1ccc(F)cc1C2 the results were ATG4B inhibitor 1, MPTP inh 3.1, GRIN3A LBD mod 3, SENP8 inh 19, PfGluPho inh 25 and SENP1 inh 3.
For COc1ccccc1OCC(=O)Nc1ccccc1C(=O)NCc1ccco1 the results were ATG4B inhibitor 2, MPTP inh -0.6, hIAP activ 0.9, GRIN3A LBD mod 0, SENP8 inh 11, PfGluPho inh 3, SENP1 inh 0 and SENP6 block 16.
Screening CC(C)(C)NC(=O)C1N(c2cccnc2)C(=O)C2C(C(=O)Nc3ccccc3F)C3(C)C=CC21O3 (stereo not given) returned ATG4B inhibitor -9, MPTP inh 0.3, hIAP activ 0.9, GRIN3A LBD mod 2, SENP8 inh 0, PfGluPho inh -12, SENP1 inh -1 and SENP6 block -16.
Screening Cc1cc([N+](=O)[O-])nn1Cc1ccccc1F returned ATG4B inhibitor 7, MPTP inh -0.4, hIAP activ 1.1, GRIN3A LBD mod 0, SENP8 inh 26, PfGluPho inh -7, SENP1 inh 1 and SENP6 block 7.
For O=C(NCCc1ccccc1)C1CCN(Cc2cccc3ccccc23)CC1 the results were ATG4B inhibitor 5, MPTP inh 0.1, hIAP activ 1.3, GRIN3A LBD mod 1, SENP8 inh 0, PfGluPho inh 6, SENP1 inh 1 and SENP6 block 4.
`Cc1cc(=O)oc2c(C)c(OCC(=O)NCCc3ccc(S(N)(=O)=O)cc3)ccc12` gave ATG4B inhibitor -6, MPTP inh -0.6, hIAP activ 1.1, GRIN3A LBD mod -1, SENP8 inh -56, PfGluPho inh 6, SENP1 inh 1 and SENP6 block 0.
`CCCCOC(=O)Cn1cnc2ccc(Br)cc2c1=O` gave ATG4B inhibitor -3, MPTP inh 0.3, hIAP activ 1.1, GRIN3A LBD mod -2, SENP8 inh 11, PfGluPho inh 1, SENP1 inh 0 and SENP6 block -14.

Molecules above containing fluorine (four):
O=C(CCC(=O)N(CC(=O)NC1CCCCC1)Cc1ccc(F)cc1)Nc1nccs1 was read as ATG4B inhibitor 2, MPTP inh 0.0, hIAP activ 1, GRIN3A LBD mod -3, SENP8 inh 12, PfGluPho inh -21, SENP1 inh 0 and SENP6 block -8.
For CC(=O)Nc1cc2c(cc1[N+](=O)[O-])-c1ccc(F)cc1C2 the results were ATG4B inhibitor 1, MPTP inh 3.1, GRIN3A LBD mod 3, SENP8 inh 19, PfGluPho inh 25 and SENP1 inh 3.
Screening CC(C)(C)NC(=O)C1N(c2cccnc2)C(=O)C2C(C(=O)Nc3ccccc3F)C3(C)C=CC21O3 (stereo not given) returned ATG4B inhibitor -9, MPTP inh 0.3, hIAP activ 0.9, GRIN3A LBD mod 2, SENP8 inh 0, PfGluPho inh -12, SENP1 inh -1 and SENP6 block -16.
Screening Cc1cc([N+](=O)[O-])nn1Cc1ccccc1F returned ATG4B inhibitor 7, MPTP inh -0.4, hIAP activ 1.1, GRIN3A LBD mod 0, SENP8 inh 26, PfGluPho inh -7, SENP1 inh 1 and SENP6 block 7.

Remaining list, next part.
For COc1ccc(-n2nnnc2-c2nc3ccccc3s2)cc1 the results were ATG4B inhibitor -4, MPTP inh 0.9, hIAP activ 0.93, GRIN3A LBD mod 0, SENP8 inh -423, PfGluPho inh 8, SENP1 inh -4 and SENP6 block 55*.
`O=C(O)c1ccccc1C(=O)NNc1ccc(F)cc1F` gave ATG4B inhibitor 0, MPTP inh 0.3, hIAP activ 1, GRIN3A LBD mod 0, SENP8 inh 20, PfGluPho inh -2, SENP1 inh 3 and SENP6 block -8.
Screening COc1ccccc1NC(=O)CSc1nnc(CCC(=O)Nc2ccccc2F)n1C returned ATG4B inhibitor -4, MPTP inh -0.5, hIAP activ 0.89, GRIN3A LBD mod 3, SENP8 inh -2, PfGluPho inh -10, SENP1 inh 1 and SENP6 block -24.
`O=S(=O)(NCC1CCCO1)c1ccc2ccccc2c1` (stereo not given) gave ATG4B inhibitor -2, MPTP inh -0.6, hIAP activ 0.88, GRIN3A LBD mod 1, SENP8 inh 1, PfGluPho inh -3, SENP1 inh 1 and SENP6 block -12.
Screening Cc1cc(C)c(NC(=O)CN)c(C)c1 returned ATG4B inhibitor -8, MPTP inh 0.4, hIAP activ 0.98, GRIN3A LBD mod -1, SENP8 inh 15, PfGluPho inh -6, SENP1 inh 3 and SENP6 block -4.
For CC[C@@H](C)[C@H](NC(=O)Cc1c(C)c2c(cc(C)c3c(C)coc32)oc1=O)C(=O)O the results were ATG4B inhibitor -3, MPTP inh 0.2, hIAP activ 1.1, GRIN3A LBD mod -2, SENP8 inh -286, PfGluPho inh -11, SENP1 inh 2 and SENP6 block -13.
CCn1nnc(NC(=O)c2cccnc2Cl)n1 was read as ATG4B inhibitor -5, MPTP inh -0.5, hIAP activ 0.88, GRIN3A LBD mod 0, SENP8 inh 13, PfGluPho inh -5, SENP1 inh -2 and SENP6 block -3.
Cc1nc2ccccc2n1/N=C/c1ccc([N+](=O)[O-])s1 was read as ATG4B inhibitor -18, MPTP inh -5.5, hIAP activ 0.91, GRIN3A LBD mod -2, SENP8 inh 34, PfGluPho inh 31, SENP1 inh 4 and SENP6 block 73*.
`CCC(C)(C)n1nnnc1C(c1ccc2ncccc2c1)N1CCCC(C)C1` (stereo not given) gave ATG4B inhibitor -10, MPTP inh -0.5, hIAP activ 0.94, GRIN3A LBD mod -1, SENP8 inh 10, PfGluPho inh 5, SENP1 inh 1 and SENP6 block -22.
`Cc1ccc(-n2nnnc2SCC(=O)N2CCc3ccccc3C2)cc1` gave ATG4B inhibitor 36, MPTP inh 0.2, hIAP activ 1.1, GRIN3A LBD mod -3, SENP8 inh 41*, PfGluPho inh -5, SENP1 inh -3 and SENP6 block 12.
For CN[C@H]1CCc2cc(OC)c(OC)c(OC)c2-c2ccc(N(C)CC(OC)OC)c(=O)cc21 the results were ATG4B inhibitor 2, MPTP inh 0.7, hIAP activ 1, GRIN3A LBD mod -14, SENP8 inh 12, PfGluPho inh 2, SENP1 inh 0 and SENP6 block 2.
Cc1cc(N2CCCCC2)nc(SCC(=O)c2ccccc2)n1 was read as ATG4B inhibitor -10, MPTP inh 1.7, hIAP activ 0.86, GRIN3A LBD mod -2, SENP8 inh 20, PfGluPho inh 11, SENP1 inh 0 and SENP6 block -13.
For CCCOc1ccc(N2CC(C(=O)Nc3ccccc3OC)CC2=O)cc1 (stereo not given) the results were ATG4B inhibitor -1, MPTP inh -2.0, hIAP activ 0.9, GRIN3A LBD mod 0, SENP8 inh 8, PfGluPho inh 4, SENP1 inh 2 and SENP6 block 3.
CCn1c(=O)[nH]c2cc(C(=O)N3CCN(c4ccccc4)CC3)ccc2c1=O was read as ATG4B inhibitor -13, MPTP inh -0.3, hIAP activ 0.88, GRIN3A LBD mod 10, SENP8 inh 18, PfGluPho inh -1, SENP1 inh -2 and SENP6 block -4.
